Screening results: PubChem, The Scripps Research Institute Molecular Screening Center
TEAD-YAP inh: TEAD-YAP interaction inhibition | HEK-TIYL cells, TEAD-Gal4/YAP UAS-luciferase luminescence | inhibition, % at 9.12 µM | AID 1259422 | 1.4% of 640,000 active; in the data active = inhibition above about 32%;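 note: 0% = median of test compound wells and 100% = reference inhibitor wells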
MITF primary: human MITF inhibition, primary screen | AlphaScreen MITF homodimerization, bead proximity signal | 0.91% of 650,000 active | AID 1259374 | inhibition, % at 2.6 µM; in the data active = inhibition above about 50%;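 note: 0% = vehicle wells with protein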
Target sequence (O75030 whole entry, looked up): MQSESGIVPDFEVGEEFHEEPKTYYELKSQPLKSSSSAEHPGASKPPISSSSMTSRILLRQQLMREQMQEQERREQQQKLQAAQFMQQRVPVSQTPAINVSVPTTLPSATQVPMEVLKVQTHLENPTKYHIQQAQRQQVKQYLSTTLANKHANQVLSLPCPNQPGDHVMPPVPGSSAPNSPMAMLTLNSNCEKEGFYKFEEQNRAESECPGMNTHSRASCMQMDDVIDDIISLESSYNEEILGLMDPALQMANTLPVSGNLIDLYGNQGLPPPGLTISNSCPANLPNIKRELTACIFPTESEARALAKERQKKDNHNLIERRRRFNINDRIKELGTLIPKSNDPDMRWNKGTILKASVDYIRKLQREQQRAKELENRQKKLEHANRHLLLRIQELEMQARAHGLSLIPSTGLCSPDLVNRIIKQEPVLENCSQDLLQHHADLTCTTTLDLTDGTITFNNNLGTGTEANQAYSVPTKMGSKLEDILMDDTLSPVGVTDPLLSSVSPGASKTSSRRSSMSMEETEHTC
GPR151 activ: activates the human receptor GPR151; PathHunter beta-arrestin GPR151 cells, luminescence; 1% of 650,000 active; Q8TDV0; activation, % at 11.2 µM; in the data active = activation above about 4.9%;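 note: 0% = median of compound wells and 100% = cells with positive control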
Target sequence (Q8TDV0 whole entry, looked up): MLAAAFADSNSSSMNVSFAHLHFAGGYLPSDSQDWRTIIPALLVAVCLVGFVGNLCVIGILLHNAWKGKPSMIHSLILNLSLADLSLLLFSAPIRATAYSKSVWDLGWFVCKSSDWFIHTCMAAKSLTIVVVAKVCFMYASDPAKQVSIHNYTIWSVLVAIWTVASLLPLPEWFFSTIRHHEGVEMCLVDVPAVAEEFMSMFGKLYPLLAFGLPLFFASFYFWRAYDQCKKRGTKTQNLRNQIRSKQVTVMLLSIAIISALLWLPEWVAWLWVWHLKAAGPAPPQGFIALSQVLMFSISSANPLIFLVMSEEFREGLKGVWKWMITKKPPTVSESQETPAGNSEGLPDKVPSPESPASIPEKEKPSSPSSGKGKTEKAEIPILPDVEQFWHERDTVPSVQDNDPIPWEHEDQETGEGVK
FBW7 act: human FBW7 E3 ligase activation, primary screen | normalized activity (activation), % at 26.1 µM | AlphaScreen FBW7–phospho-cyclin E peptide binding, activator screen | Q969H0 | 0.13% of 650,000 active | AID 1259310; in the data active = normalized activity above about 1.9%;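 note: purified mutant Fbw7 with reduced substrate affinity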
An asterisk follows results filed as active.

SMILES | TEAD-YAP inh | MITF primary | GPR151 activ | FBW7 act
Cc1c(-c2ccccc2)sc2nc[nH]c(=O)c12 | -15 | 7 | 12* | 0.2
O=C(NN=C(c1ccccc1)c1ccccc1)c1ccncc1 | 9 | 15 | 0.3 | 0.0
COc1ccc2oc(=O)c(-c3csc(Nc4cccc(Cl)c4C)n3)cc2c1 | 7 | 4 | -1.1 | 0.5
Cc1ccnc(NC(=O)C2(c3cccs3)CCOCC2)c1 | 20 | -7 | 5.3* | 0.0
Cc1ccc(CNC2CC(C)(C)NC(C)(C)C2)o1 | -1 | 9 | 0.1 | 0.0
COC(=O)c1ccc(NC(=O)/C=C/c2ccccc2Cl)cc1 | -5 | 5 | 6.1* | 1.3
CC(=O)CCC(=O)N1CCC(C2(Cc3cccc(F)c3)NC(=O)N(CC(C)C)C2=O)CC1 (stereo not drawn) | -7 | 13 | 0.5 | 0.0
Cc1ccc(CNC(=O)CN2N=C(c3ccc(Cl)cc3)CCC2=O)cc1 | 0 | 6 | -0.4 | 0.2
O=[N+]([O-])c1ccc(N/C(=N\S(=O)(=O)c2ccccc2)c2ccccc2)cc1 | 3 | -18 | 4.0 | -0.1
CC(=O)NC1=NC(=O)/C(=C/c2ccc(-c3ccccc3C(=O)O)o2)S1 | -1 | 17 | 0.0 | 0.0
O=C(Nc1ccccc1NC(=O)C1CC(=O)N(c2ccc(F)cc2)C1)c1ccccn1 (stereo not drawn) | 5 | 18 | 0.2 | 0.1
CC(C)(C)n1ncc2c(=O)n(CC(=O)Nc3ccccc3F)cnc21 | 25 | 15 | 0.1 | 0.0
COc1ccc(C2CC(C(F)(F)F)n3nc(C(=O)NCc4cccs4)cc3N2)cc1 (stereo not drawn) | 12 | -9 | -0.6 | 0.0
CCCn1c(=O)[nH]c(=O)c2c1nc(-c1ccc(C#N)cc1)n2CCOC | -5 | 4 | 0.0 | -0.2
O=C(Nc1ccc(-n2nncc2-c2ccc(Br)cc2)cc1)c1cc2ccccc2oc1=O | -11 | 17 | 0.0 | -0.1
CCOC(=O)c1ccc(NC(=S)NC(=O)CC)cc1 | -13 | -7 | -0.8 | 0.0
COc1ccccc1Nc1nc(N)nc(CSC(=S)N2CCCCC2)n1 | -47 | 0 | -0.2 | -0.1
CC(/C=C/c1ccccc1)=N\NC(=O)c1cncc(Br)c1 | -7 | 4 | -0.1 | -0.2
O=C(NCc1ccccc1)C(Cc1ccccc1)N1C(=O)C2C3C=CC(C3)C2C1=O (stereo not drawn) | 8 | 11 | 0.9 | 0.0
Cc1ccc(OCCCCCNCCO)c(C)c1 | 15 | 2 | 1.8 | 0.1
COc1ccc(C(=O)c2ccc([N+](=O)[O-])cc2)cc1S(N)(=O)=O | -3 | 10 | -0.2 | 0.1
CCOC(=O)CC(=O)CSc1nc2ccsc2c(=O)n1Cc1ccccc1Cl | -1 | 6 | 1.9 | 0.2
O=C(c1cccn2c(=O)c3ccc(Cl)cc3nc12)N1CCN(c2ccccn2)CC1 | -2 | -8 | -0.9 | 0.1
COC(=O)C1=C(C)NC2=C(C(=O)CC(c3ccccc3OC)C2)C1c1ccc(OC(C)=O)cc1 (stereo not drawn) | 1 | -2 | 0.5 | -0.1

In the list so far, these have two or more sulfur atoms.
SMILES | TEAD-YAP inh | MITF primary | GPR151 activ | FBW7 act
COc1ccccc1Nc1nc(N)nc(CSC(=S)N2CCCCC2)n1 | -47 | 0 | -0.2 | -0.1
CCOC(=O)CC(=O)CSc1nc2ccsc2c(=O)n1Cc1ccccc1Cl | -1 | 6 | 1.9 | 0.2

(cont.)
SMILES | TEAD-YAP inh | MITF primary | GPR151 activ | FBW7 act
COc1cc(/C=C2\C(=O)N(c3ccccc3)N=C2C)ccc1OCC(=O)Nc1ccccc1 | -37 | -5 | -1.3 | -0.2
CCOC(=O)N1CCN(Cc2c(F)cccc2F)CC1 | -4 | 48 | 0.4 | 0.0
CCOc1ccc(C2C(C#N)=C(N)Oc3n[nH]c(-c4ccccc4)c32)cc1 (stereo not drawn) | -2 | -4 | -0.9 | 0.0
CCCOc1ccc(/C=C/C(=O)Nc2ccccc2C(=O)OCC)cc1OC | -4 | -26 | -0.6 | -0.1
CC1(N(O)C=C2C=CC(=O)C=C2)CCCCC1=O (stereo not drawn) | 5 | 10 | -1.2 | -0.1
CCOC(=O)Nc1ccc([N+](=O)[O-])cc1 | 5 | -11 | 0.8 | 0.0
CCOC(=O)c1cnc2ccc(OCC)cc2c1N1CCCC(C)C1 (stereo not drawn) | 5 | 11 | 1.0 | 0.5
CC(C)CN=CC1=C(O)c2ccccc2C1=O | -37 | 0 | -3.6 | 0.1
CC1(C)C(=O)Nc2ccccc2N1C(=O)COC(=O)CCc1nc2ccccc2c(=O)[nH]1 | 6 | 6 | 0.2 | 0.0
CCCCC(=O)N(c1ccc(OC)cc1OC)C1C=CS(=O)(=O)C1 (stereo not drawn) | -3 | -6 | -0.7 | -0.1
Cc1nc(SCC(=O)NCC2CCCO2)c2c3c(sc2n1)CCC3 (stereo not drawn) | 5 | 10 | -0.9 | 0.0
O=C1Nc2ccccc2/C1=C/c1cc2c(cc1[N+](=O)[O-])OCO2 | -38 | 11 | 0.0 | 0.0
CCN1CCCC1CNC(=O)C(NC(=O)C1CCC(C)CC1)C(C)C (stereo not drawn) | -6 | -2 | 1.2 | -0.1
C=C(C)Cn1c(SCCCC)nc2sc3c(c2c1=O)CC(C)(C)OC3 | 0 | -5 | -0.7 | 0.0
CCOC(=O)c1ccc2c(c1)N(CC(=O)NCc1ccccc1)C(=O)C(C)(C)O2 | 13 | -3 | -0.5 | 0.1
O=C(COC(=O)CCc1nc2ccccc2c(=O)[nH]1)NC(=O)C1COc2ccccc2O1 (stereo not drawn) | -5 | 11 | -0.3 | 0.2
CS(=O)(=O)c1ccccc1C(=O)Nc1nccs1 | -3 | -11 | -0.8 | 0.7
O=C(N/N=C/c1coc2ccccc2c1=O)c1ccc2c(c1)OCO2 | 5 | 21 | -0.2 | 0.1
CC#CC(CCCN(C)Cc1ccccc1)(c1ccccc1)c1ccccc1 | 9 | 21 | 0.7 | 0.3
COc1ccc(/C(C)=N/Nc2nc3c(c(=O)[nH]c(=O)n3C)n2CCc2ccccc2)cc1 | -1 | -2 | -0.4 | 0.0
C=CCN(CC=C)C(=O)C1CCC(C(=O)N(CC=C)CC=C)CC1 (stereo not drawn) | -13 | 0 | 2.8 | -0.2
Cc1cc(C)nc(/N=C(\N)N2CCCCC2)n1 | -4 | -4 | 0.1 | -0.1
CC(C(=O)N1c2ccccc2CC1C)N1CCN(C2CCCCC2)CC1 (stereo not drawn) | 1 | 1 | -0.8 | 0.1
CCOc1ccc(C(=O)Nc2ccc(Cl)cn2)cc1Br | -27 | 10 | 0.4 | 0.2
CCOC(=O)c1c(C)n(-c2ccccc2)c2c1cc(OC(=O)c1ccc(F)cc1)c1ccccc12 | 13 | 5 | -0.6 | 0.2
Cc1cc(C)nc(SCc2cc(=O)c(OC(=O)c3ccc(F)cc3)co2)n1 | -6 | -5 | -1.9 | -0.3
CCN1C2=NCCCN2c2cc(C)c(C)cc21 | 1 | 2 | -0.2 | 0.8
O=C(NCCc1ccccc1)/C(=C/c1ccc(-c2cccc([N+](=O)[O-])c2)o1)NC(=O)c1ccccc1 | 2 | 2 | 0.7 | 0.1
CC(C)(C)c1ccc(C(=O)Oc2ccc3ccccc3c2)cc1 | -2 | 15 | -0.8 | 0.0
COc1ccc(NC(=O)COc2ccc(Cl)cc2)cc1N1CCCC1=O | -3 | 22 | 0.1 | 0.6
COc1cccc(/C=C(/C#N)S(=O)(=O)c2ccc(C)cc2)c1OC | -7 | 6 | -0.7 | 0.1
CCOc1ccccc1CN1CCC(C(=O)N2CCN(CC)CC2)CC1 | -2 | 46 | -0.4 | 0.0
Cc1cccc(NC(=O)c2ccc(Br)o2)n1 | -20 | 4 | -4.0 | 0.1
C(=N\N=C(/c1ccccc1)C12CN3CN(CN(C3)C1)C2)/c1ccc2c(c1)OCO2 | -24 | 9 | -0.4 | 0.3
CC(=O)NC1=NC(=O)/C(=C/c2ccc(-c3cc(Cl)ccc3[N+](=O)[O-])o2)S1 | 3 | 17 | -1.9 | -0.2
O=C1CCCN1CCCNc1nc(NC2CCN(Cc3ccccc3)CC2)c2ncn(CCN3CCCC3=O)c2n1 | 2 | 21 | -2.6 | 0.2
COC(=O)C(NC(=O)c1ccc(F)cc1)(Nc1ncccc1C)C(F)(F)F (stereo not drawn) | 2 | 6 | -0.5 | 0.1
Cc1cccc(OCC(=O)Nc2cccc(-c3nc4ncccc4o3)c2)c1 | -5 | -2 | -0.3 | 0.1
O=c1c(Cl)c(NCCC2=CCCCC2)cnn1C12CC3CC(CC(C3)C1)C2 | -2 | 3 | 0.7 | 0.1
CCCN1C(=O)/C(=c2\sc3nc(-c4ccccc4)nn3c2=O)c2ccccc21 | 6 | 19 | -0.1 | 0.5
COc1ccc(-c2csc(Nc3ccc(N)cc3)n2)cc1C | 4 | 2 | -0.4 | -0.3
CCCC(=O)N(c1ccc2oc(-c3ccccc3)c(C(=O)OCC)c2c1)S(=O)(=O)c1cccc([N+](=O)[O-])c1 | -2 | 4 | 1.1 | -0.1
COc1ccc(C2CC(=O)C3=C(C2)Nc2ccccc2NC3c2ccccc2[N+](=O)[O-])cc1OC (stereo not drawn) | -28 | 6 | -0.5 | -0.1
O=C(C=C(Cl)Cl)c1ccc([N+](=O)[O-])cc1 | -2 | 3 | 0.1 | -0.1
CN(CC(=O)N1CCCC1=O)Cc1ccccc1 | 1 | 31 | 2.6 | -0.1
CCOC(=O)c1ccc(NC(=O)/C=C/c2ccc(OC(=O)c3ccccn3)cc2)cc1 | -36 | 8 | 0.8 | -0.1
CC(NC(=O)CCn1c(=S)[nH]c2ccsc2c1=O)c1ccccc1 (stereo not drawn) | -4 | -7 | -1.2 | -0.1
CCOC(=O)c1ccc(NC(=O)CSc2nnc(C)c(=O)[nH]2)cc1 | 20 | -11 | -0.5 | -0.1
COc1cc(/C=C/C(=O)Nc2ccc(S(=O)(=O)NC(C)C)cc2)cc(OC)c1OC | 0 | 12 | 4.7 | 0.0
CCOC(=O)Cc1csc(NS(=O)(=O)c2ccc(F)cc2)n1 | 6 | 9 | 0.4 | -0.1
CCOc1cc(/C=C2\N=C(c3cccc(I)c3)OC2=O)cc(Br)c1OC(C)=O | -2 | -19 | -0.5 | 0.0
COc1cc(OC)c(NC(=O)c2ccc(N3CC4CC(C3)c3cccc(=O)n3C4)c(NC(=O)/C=C/c3ccccc3)c2)cc1Cl (stereo not drawn) | 6 | -2 | -1.0 | -0.1
N#CCc1c(C#N)c(N)nc(N2CCN(CCO)CC2)c1C#N | -2 | -4 | 1.7 | -0.1
CCOC(=O)c1c(NC(=O)c2cc3nc(-c4ccc(Br)cc4)cc(C(F)(F)F)n3n2)sc2c1CCC(C)C2 (stereo not drawn) | 9 | 21 | 0.4 | 0.4
Cc1nc2nc[nH]c2cc1Br | 1 | -8 | -0.2 | 0.1
COc1ccc(S(=O)(=O)n2cc(-c3cc(OC)ccc3Cl)c(N)n2)cc1 | 4 | 8 | -1.0 | -0.1
Cn1cc(CN2CCc3nnc(CCc4ccccc4)n3CC2)cn1 | 10 | 10 | 0.0 | 0.0
Cc1ccc(-c2csc(NC(=O)C(C(F)(F)F)C(F)(F)F)n2)cc1 | -3 | -5 | -0.4 | -0.2
CCCSc1nnc2c(n1)OC1(CCCCC1)Nc1ccccc1-2 | -50 | -5 | 0.4 | -0.1
CC(CNC(=O)c1ccc(NC2=NC3CS(=O)(=O)CC3S2)cc1)c1ccccc1 (stereo not drawn) | -3 | 9 | 0.2 | 0.0
Continued.
SMILES | TEAD-YAP inh | MITF primary | GPR151 activ | FBW7 act
CCC(C)(C)NC(=O)C(c1ccccn1)N(C(=O)c1csnn1)c1cccc(Cl)c1 (stereo not drawn) | -11 | 8 | 0.4 | 0.2
COCCOC(=O)C1=C(C)NC2=C(C(=O)CC(C)(C)C2)C1c1cccc(I)c1 (stereo not drawn) | 7 | -1 | 0.2 | 0.0
CNC(=O)C1CC(=O)N(c2ccc(F)cc2)C1 (stereo not drawn) | 2 | 1 | 0.6 | 0.2
CN1C(=O)c2ccccc2C(C(=O)NC2CC2)C1c1cn(C)c2ccccc12 (stereo not drawn) | -2 | 9 | 1.0 | 0.1
CCOC(=O)c1oc2ccccc2c1NC(=O)c1cc2ccccc2oc1=O | 1 | 8 | -0.5 | 0.4

Compounds from the list above containing a nitro group on carbon (nine):
SMILES | TEAD-YAP inh | MITF primary | GPR151 activ | FBW7 act
O=[N+]([O-])c1ccc(N/C(=N\S(=O)(=O)c2ccccc2)c2ccccc2)cc1 | 3 | -18 | 4.0 | -0.1
COc1ccc(C(=O)c2ccc([N+](=O)[O-])cc2)cc1S(N)(=O)=O | -3 | 10 | -0.2 | 0.1
CCOC(=O)Nc1ccc([N+](=O)[O-])cc1 | 5 | -11 | 0.8 | 0.0
O=C1Nc2ccccc2/C1=C/c1cc2c(cc1[N+](=O)[O-])OCO2 | -38 | 11 | 0.0 | 0.0
O=C(NCCc1ccccc1)/C(=C/c1ccc(-c2cccc([N+](=O)[O-])c2)o1)NC(=O)c1ccccc1 | 2 | 2 | 0.7 | 0.1
CC(=O)NC1=NC(=O)/C(=C/c2ccc(-c3cc(Cl)ccc3[N+](=O)[O-])o2)S1 | 3 | 17 | -1.9 | -0.2
CCCC(=O)N(c1ccc2oc(-c3ccccc3)c(C(=O)OCC)c2c1)S(=O)(=O)c1cccc([N+](=O)[O-])c1 | -2 | 4 | 1.1 | -0.1
COc1ccc(C2CC(=O)C3=C(C2)Nc2ccccc2NC3c2ccccc2[N+](=O)[O-])cc1OC (stereo not drawn) | -28 | 6 | -0.5 | -0.1
O=C(C=C(Cl)Cl)c1ccc([N+](=O)[O-])cc1 | -2 | 3 | 0.1 | -0.1
